Bioassay records (PubChem BioAssay)
Mtb BioA inh = inhibitors of Mycobacterium tuberculosis BioA enzyme | purified M. tuberculosis BioA enzyme, plate reader | inhibition, % at 9.99 µM | actives 0.096% (n = 360,000); in the data active = inhibition above about 40%
The depositor's hits bear a star. An excerpt. The share of hits here may be higher or lower than overall.

SMILES | Mtb BioA inh
C[C@H](NC(=O)C[C@@H]1C=C[C@@H](NC(=O)C2CC2)[C@@H](CO)O1)c1ccccc1 | -1.5
C[C@@H]1CN([C@@H](C)CO)C(=O)Cc2cc(NC(=O)Nc3ccc(F)cc3)ccc2O[C@@H]1CN(C)Cc1ccc(C(=O)O)cc1 | 0.4
CCCNC(=O)N1[C@H](C#N)[C@H](c2ccc(C#Cc3ccc(F)cc3)cc2)[C@@H]1CO | -1.5
COCC(=O)Nc1ccc2c(c1)C(=O)N(C)[C@@H]1CC[C@H](CC(=O)NCc3ccccc3Cl)O[C@@H]1CO2 | -1.1
Cc1noc(C)c1NC(=O)N(C)C[C@@H]1OCCCC[C@H](C)Oc2ccc(NC(=O)Nc3ccc(F)cc3)cc2C(=O)N([C@H](C)CO)C[C@@H]1C | -0.8
O=C(Cc1ccccc1)N1CCCCN2[C@H](CO)[C@@H](c3ccc(C#Cc4ccccc4)cc3)[C@H]2C1 | -3.4
CCCNC(=O)C[C@@H]1C[C@@H]2c3cc(NS(=O)(=O)c4cccc(OC)c4)ccc3O[C@@H]2[C@H](CO)O1 | 1.3
CCNC(=O)C[C@H]1CC[C@H]2[C@H](COc3ccc(NS(C)(=O)=O)cc3C(=O)N2C)O1 | 1.8
C/C=C/c1cnc2c(c1)C(=O)N([C@H](C)CO)C[C@@H](C)[C@@H](CN(C)S(=O)(=O)c1ccc(C)cc1)O2 | -0.9
CCCNC(=O)C[C@@H]1C[C@@H]2c3cc(NC(=O)C4CCC4)ccc3O[C@@H]2[C@H](CO)O1 | -0.3

Some of the entries so far, as tab-separated lines.
SMILES	Mtb BioA inh
C[C@@H]1CN([C@@H](C)CO)C(=O)Cc2cc(NC(=O)Nc3ccc(F)cc3)ccc2O[C@@H]1CN(C)Cc1ccc(C(=O)O)cc1	0.4
CCCNC(=O)N1[C@H](C#N)[C@H](c2ccc(C#Cc3ccc(F)cc3)cc2)[C@@H]1CO	-1.5
COCC(=O)Nc1ccc2c(c1)C(=O)N(C)[C@@H]1CC[C@H](CC(=O)NCc3ccccc3Cl)O[C@@H]1CO2	-1.1
Cc1noc(C)c1NC(=O)N(C)C[C@@H]1OCCCC[C@H](C)Oc2ccc(NC(=O)Nc3ccc(F)cc3)cc2C(=O)N([C@H](C)CO)C[C@@H]1C	-0.8
O=C(Cc1ccccc1)N1CCCCN2[C@H](CO)[C@@H](c3ccc(C#Cc4ccccc4)cc3)[C@H]2C1	-3.4
CCCNC(=O)C[C@@H]1C[C@@H]2c3cc(NS(=O)(=O)c4cccc(OC)c4)ccc3O[C@@H]2[C@H](CO)O1	1.3

Going on with the list:
SMILES | Mtb BioA inh
CC(C)NC(=O)Nc1ccc2c(c1)C(=O)N([C@H](C)CO)C[C@H](C)[C@@H](CN(C)Cc1ccc3c(c1)OCO3)OCCCC[C@H](C)O2 | -2.3
CCNC(=O)[C@H]1[C@H](CO)[C@H]2Cn3c(ccc(-c4ccccc4)c3=O)[C@@H]1N2CCC(F)(F)F | -0.8
C[C@H]1CN([C@@H](C)CO)C(=O)Cc2cc(NC(=O)Nc3cccc4ccccc34)ccc2O[C@@H]1CN(C)C(=O)NC1CCCCC1 | 1.7
COc1ccc(CN(C)C[C@H]2Oc3ccc(NS(=O)(=O)c4cn(C)cn4)cc3CC(=O)N([C@H](C)CO)C[C@@H]2C)cc1 | -3.9
C[C@@H]1CCCCO[C@H](CN(C)C(=O)CCC(F)(F)F)[C@H](C)CN([C@H](C)CO)C(=O)c2cc(NC(=O)C3CCCCC3)ccc2O1 | 0.1
COc1ccc(CN(C)C[C@H]2Oc3c(NS(C)(=O)=O)cccc3C(=O)N([C@H](C)CO)C[C@H]2C)cc1 | 7.5
O=C(C1CCCC1)N1CCCCN2[C@H](C1)[C@H](c1ccc(C#CC3(O)CCCC3)cc1)[C@@H]2CO | 3.3
CCCC#Cc1ccc2c(c1)O[C@@H](CN(C)CC1CCOCC1)[C@H](C)CN([C@H](C)CO)S2(=O)=O | 1.6
C[C@@H]1CN([C@@H](C)CO)C(=O)Cc2cc(NC(=O)Nc3cccc4ccccc34)ccc2O[C@@H]1CN(C)C(=O)Nc1ccc(C(F)(F)F)cc1 | -2.7
C[C@@H]1CN([C@H](C)CO)S(=O)(=O)c2ccc(-c3ccccc3)cc2O[C@H]1CN(C)C(=O)Nc1ccccc1F | -2.1
O=S(=O)(c1ccccc1F)N1CCCCN2[C@@H](CO)[C@H](c3ccc(-c4cncnc4)cc3)[C@@H]2C1 | 1.4
COc1cccc(-c2cn(CC[C@@H]3CC[C@H](NS(=O)(=O)Cc4ccccc4)[C@H](CO)O3)nn2)c1 | 0.5
CO[C@H]1CN(C)C(=O)c2cc(NC(C)=O)ccc2OC[C@H](C)N(Cc2cncnc2)C[C@@H]1C | -1.5
C[C@H]1CN([C@@H](C)CO)C(=O)Cc2cc(NS(=O)(=O)c3ccc(Cl)cc3)ccc2O[C@@H]1CN(C)S(=O)(=O)c1cccs1 | -3.5
COc1ccc(S(=O)(=O)Nc2ccc3c(c2)C(=O)N([C@H](C)CO)C[C@H](C)[C@@H](CN(C)S(=O)(=O)c2ccc(OC)cc2)OCCCC[C@H](C)O3)cc1 | 0.0
O=C(NCC[C@@H]1CC[C@H](NS(=O)(=O)Cc2ccccc2)[C@@H](CO)O1)C1CC1 | 0.9
C[C@@H]1CN([C@H](C)CO)C(=O)c2cc(NC(=O)Nc3ccc(F)cc3)ccc2O[C@H]1CN(C)Cc1ccc(Oc2ccccc2)cc1 | -1.5
CN(C)C(=O)c1ccc(-c2ccc([C@@H]3[C@@H](CO)N(C(=O)C4CCCCC4)[C@H]3C#N)cc2)cc1 | -0.8
O=C(N[C@@H]1CC[C@H](CC(=O)N2CCOCC2)O[C@@H]1CO)c1cccc(F)c1 | 0.3
COc1ccc(NC(=O)N(C)C[C@@H]2Oc3c(cccc3N(C)C)C(=O)N([C@@H](C)CO)C[C@@H]2C)cc1 | 0.3
C[C@H](CO)N1C[C@H](C)[C@H](CN(C)Cc2ccc3c(c2)OCO3)Oc2ccc(NS(C)(=O)=O)cc2CC1=O | 0.9
CC(C)NC(=O)N(C)C[C@H]1Oc2ncc(-c3cccc(C#N)c3)cc2C(=O)N([C@H](C)CO)C[C@H]1C | 1.1
CCCNC(=O)C[C@H]1C[C@@H]2c3cc(NC(=O)CN(C)C)ccc3O[C@@H]2[C@@H](CO)O1 | -1.8
CO[C@H]1CN(C)C(=O)c2cc(NC(C)=O)ccc2OC[C@H](C)N(Cc2nccs2)C[C@@H]1C | -3.6
CCNC(=O)C[C@@H]1CC[C@@H]2[C@H](COC[C@@H](O)CN2C(=O)C2CC2)O1 | -1.5
Cc1noc(C)c1NC(=O)Nc1ccc2c(c1)C(=O)N([C@H](C)CO)C[C@H](C)[C@H](CN(C)C(=O)Nc1ccc(C(F)(F)F)cc1)OCCCC[C@@H](C)O2 | 2.8
CCCC(=O)Nc1ccc2c(c1)C(=O)N(C)C[C@@H](OC)[C@@H](C)CN(C(=O)c1ccncc1)[C@@H](C)CO2 | -2.6
CC(=O)N[C@@H]1CC[C@@H](CC(=O)NCC2CCCCC2)O[C@@H]1CO | -0.9
O=C(C[C@H]1C[C@@H]2c3cc(NS(=O)(=O)c4ccc(F)cc4)ccc3O[C@@H]2[C@H](CO)O1)NC1CCCCC1 | -2.2
COc1ccccc1CN1C(=O)c2ccccc2[C@](Cc2ccccc2I)(C(=O)NCCN2CCOCC2)[C@@H]1c1ccc(CO)cc1 | 1.0
C[C@@H]1CN([C@H](C)CO)C(=O)c2cccc(NC(=O)Nc3ccc(C(F)(F)F)cc3)c2O[C@H]1CN(C)Cc1ccc2c(c1)OCO2 | -2.2
CO[C@@H]1CN(C)C(=O)c2cc(NC(=O)C3CCOCC3)ccc2OC[C@@H](C)N(C)C[C@@H]1C | -0.8
C[C@H]1CCCCO[C@@H](CN(C)C(=O)c2ccccc2)[C@@H](C)CN([C@@H](C)CO)C(=O)c2cc(NS(C)(=O)=O)ccc2O1 | -3.1
C[C@@H]1CN([C@@H](C)CO)C(=O)c2cc(NS(=O)(=O)c3ccc(Cl)cc3)ccc2O[C@@H](C)CCCCO[C@@H]1CN(C)Cc1ccc2c(c1)OCO2 | -0.2
COc1ccc(NC(=O)N2C[C@@H]3[C@H](c4ccccc42)[C@H](CO)N3C(=O)C2CC2)cc1 | -3.0
CC(C)CC#Cc1ccc2c(c1)O[C@H](CN(C)Cc1ccc3c(c1)OCO3)[C@@H](C)CN([C@@H](C)CO)S2(=O)=O | -2.8
Cc1ccccc1-c1cnc2c(c1)C(=O)N([C@H](C)CO)C[C@H](C)[C@@H](CN(C)Cc1ccccc1F)O2 | 3.2
C[C@@H]1CN([C@H](C)CO)C(=O)Cc2cc(NC(=O)C3CC3)ccc2O[C@@H]1CN(C)Cc1ccc(C(F)(F)F)cc1 | 0.7
C[C@@H](NC(=O)C[C@@H]1C[C@H]2c3cc(NC(=O)C4CCC4)ccc3O[C@H]2[C@@H](CO)O1)c1ccccc1 | -1.2
COc1ccccc1-c1ccc([C@@H]2[C@H]3CN(C(=O)c4ccncc4)CCCCN3[C@H]2CO)cc1 | -3.4
Cn1cnc(S(=O)(=O)N2CCCCN3[C@H](CO)[C@H](c4ccc(-c5cccc(F)c5)cc4)[C@H]3C2)c1 | 8.2
CC(C)NC(=O)Nc1ccc2c(c1)C(=O)N([C@H](C)CO)C[C@H](C)[C@H](CN(C)S(=O)(=O)c1ccc(F)cc1)OCCCC[C@@H](C)O2 | -0.6
COCCNC(=O)C[C@@H]1C[C@H]2c3cc(NC(=O)Nc4ccc(C(F)(F)F)cc4)ccc3O[C@H]2[C@H](CO)O1 | 3.2
COCC#Cc1ccc2c(c1)O[C@H](CN(C)S(=O)(=O)c1ccc(C)cc1)[C@@H](C)CN([C@@H](C)CO)S2(=O)=O | 0.4
O=C(CC1CC1)N[C@@H]1CC[C@H](CCNS(=O)(=O)c2ccc(F)cc2)O[C@H]1CO | 2.5
CO[C@@H]1CN(C)C(=O)c2cc(NS(C)(=O)=O)ccc2OC[C@H](C)N(CCC(F)(F)F)C[C@@H]1C | -2.4
O=C(N[C@@H]1CC[C@H](CCNC(=O)C2CCCCC2)O[C@@H]1CO)c1ccccn1 | -2.1
C[C@@H]1CN([C@@H](C)CO)C(=O)Cc2cc(NC(=O)Nc3ccc4c(c3)OCO4)ccc2O[C@H]1CN(C)S(=O)(=O)c1cccs1 | 0.4
COc1ccccc1-c1cn(CC[C@@H]2CC[C@H](NC(=O)NC(C)C)[C@@H](CO)O2)nn1 | 0.9
Cc1cc(C(=O)Nc2ccc3c(c2)C(=O)N(C)[C@H]2CC[C@H](CC(=O)N[C@@H](C)c4ccccc4)O[C@H]2CO3)no1 | -1.7

The list goes on:
SMILES | Mtb BioA inh
O=C(C[C@H]1CC[C@@H](NC(=O)CC2CC2)[C@H](CO)O1)NCc1ccc(Cl)cc1 | -0.9
C[C@@H]1CN([C@@H](C)CO)S(=O)(=O)c2ccc(Br)cc2O[C@H]1CN(C)C | -1.3
CO[C@@H]1CN(C)C(=O)c2ccc(NS(C)(=O)=O)cc2OC[C@@H](C)NC[C@H]1C | -2.0
C[C@@H]1CN([C@H](C)CO)C(=O)c2cccc(NC(=O)NC3CCCCC3)c2O[C@@H]1CN(C)C(=O)Nc1cccc2ccccc12 | -0.6
CO[C@@H]1CN(C)C(=O)c2ccc(NC(=O)NC(C)C)cc2OC[C@@H](C)N(C(=O)NC(C)C)C[C@@H]1C | 0.5
CN(C)CC(=O)N[C@H]1CC[C@H](CCNS(=O)(=O)c2ccccc2)O[C@H]1CO | -3.3
C[C@@H]1CN([C@H](C)CO)C(=O)c2cccc(NC(=O)Nc3cccc4ccccc34)c2O[C@H]1CN(C)S(=O)(=O)c1ccccc1 | -0.2
CO[C@@H](CN(C)S(=O)(=O)c1ccc(F)cc1)[C@H](C)CN([C@@H](C)CO)S(=O)(=O)c1cccc(Cl)c1 | -0.6
O=C(C[C@@H]1C[C@@H]2c3cc(NC(=O)NC4CCCCC4)ccc3O[C@@H]2[C@@H](CO)O1)NCc1cccnc1 | 0.0
C[C@@H]1CN([C@@H](C)CO)C(=O)c2cc(C#Cc3ccccc3F)cnc2O[C@H]1CN(C)C(=O)C1CCOCC1 | -1.1
COc1cccc(CNC(=O)C[C@H]2C=C[C@H](NC(C)=O)[C@@H](CO)O2)c1 | -2.1
CCC(=O)N(CC(C)C)C[C@@H]1[C@@H](c2ccccc2)[C@H](CO)N1C(=O)C1CCC1 | -1.6
C[C@H]1CN([C@@H](C)CO)C(=O)Cc2cc(NC(=O)Cc3ccccc3)ccc2O[C@@H]1CN(C)CC1CCCCC1 | -1.0
CN(C)CC(=O)N1[C@@H]2c3ccc(C4=CCCC4)c(=O)n3C[C@H]1[C@H](CO)[C@H]2C(=O)NCC1CCCCC1 | -1.0
CO[C@H]1CN(C)C(=O)c2cc(NC(=O)C3CCOCC3)ccc2OC[C@H](C)N(C)C[C@H]1C | -0.8
O=C(Nc1ccc2c(c1)[C@@H]1C[C@H](CC(=O)N3CCc4ccccc4C3)O[C@@H](CO)[C@@H]1O2)C1CCC1 | 2.3
O=C(Nc1ccc(F)cc1)Nc1ccc2c(c1)[C@H]1C[C@H](CC(=O)N3CCOCC3)O[C@H](CO)[C@H]1O2 | 1.5
C[C@@H]1CN([C@@H](C)CO)S(=O)(=O)c2ccc(Br)cc2O[C@H]1CN(C)Cc1ccccc1 | 5.3
O=C(C[C@@H]1C[C@H]2c3cc(NC(=O)C4CCC4)ccc3O[C@H]2[C@H](CO)O1)NCc1ccccc1 | 1.9
C[C@H]1CN([C@@H](C)CO)C(=O)c2cc(C#CCN(C)C)cnc2O[C@H]1CN(C)Cc1ccc(-c2ccccc2)cc1 | 0.9
CCNC(=O)[C@@H]1[C@@H](CO)[C@@H]2Cn3c(ccc(-c4cccnc4)c3=O)[C@@H]2N1Cc1ccccc1 | 18.4
